# Fam108B counter: blocks mouse Fam108B hydrolase in RBBP9 counter-screen; AID 1947; recombinant Fam108B, FP-Rh probe fluorescence polarization; inhibition, % at 9.51 µM; hit rate 0.33% among 300,000;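 active = inhibition above the screen mean inhibition plus 3 SD, computed separately per campaign, cut at about 18% in these data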;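 note: inhibitors lower polarization as less probe binds the enzyme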
# Bcl-xL primary: blocks human Bcl-xL binding to Bim BH3 peptide; Q07817; GST-Bcl-xL / FITC-Bim BH3 peptide fluorescence polarization; inhibition, % at 10.9 µM; hit rate 0.7% among 320,000; AID 2129;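 active = inhibition above the mean of all tested compounds plus 3 SD, cutoff set per campaign, cut at about 30% in these data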;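 note: 0% = DMSO wells and 100% = unlabeled Bim-BH3 peptide competitor; inhibitors lower millipolarization by displacing the labeled peptide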
# Target sequence (Q07817 whole entry, looked up): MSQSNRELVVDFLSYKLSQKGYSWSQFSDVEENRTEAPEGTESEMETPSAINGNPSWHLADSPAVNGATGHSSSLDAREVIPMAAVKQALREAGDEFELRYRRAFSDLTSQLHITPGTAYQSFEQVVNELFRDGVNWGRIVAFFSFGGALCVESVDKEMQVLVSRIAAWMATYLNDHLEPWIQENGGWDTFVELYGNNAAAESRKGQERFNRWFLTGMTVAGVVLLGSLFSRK
# GLD-1 TGE inh: GLD-1-TGE RNA interaction inhibition (C. elegans) | inhibition, % at 5.96 µM | AID 2280 | hit rate 0.44% among 320,000 | Q17339 | purified GLD-1 + fluorescein TGE RNA, fluorescence polarization;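 active = percent inhibition above a per-plate cutoff, the plate mean of test compounds plus 3 SD, cut at about 30% in these data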;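 note: 0% = DMSO wells with GLD-1 and probe and 100% = wells lacking GLD-1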
# MEX-5 binding: C. elegans MEX-5 TCR-2 RNA binding activity; activity score (negative = inhibition of binding), % at 10 µM; MEX-5/FITC-TCR2 RNA binding, fluorescence polarization; active compounds read low; AID 1832; hit rate 0.38% among 300,000;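 active = inhibition past about -25% in most replicates, and total fluorescence under double the plate's negative control median, limit read from the data; inconclusive = replicates evenly split on the limit, or fluorescence at least double controls; inactive = too little inhibition in most replicates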;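 note: 0% = DMSO and -100% = 5 µM competing unlabeled TCR2 RNA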
# MCL1 BIM primary: MCL1-BIM-BH3 interaction inhibition (human). GST-MCL1 / FITC-Bim-BH3 fluorescence polarization. inhibition, % at 10.9 µM. hit rate 0.68% among 320,000. AID 2057;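 active = inhibition above the mean inhibition of all tested compounds plus 3 SD, set per campaign, cut at about 40% in these data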;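 note: 0% = DMSO wells and 100% = unlabeled Bim-BH3 peptide control; higher means more loss of mP so more displacement of Bim peptide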
# Target sequence (Q07820 whole entry, looked up): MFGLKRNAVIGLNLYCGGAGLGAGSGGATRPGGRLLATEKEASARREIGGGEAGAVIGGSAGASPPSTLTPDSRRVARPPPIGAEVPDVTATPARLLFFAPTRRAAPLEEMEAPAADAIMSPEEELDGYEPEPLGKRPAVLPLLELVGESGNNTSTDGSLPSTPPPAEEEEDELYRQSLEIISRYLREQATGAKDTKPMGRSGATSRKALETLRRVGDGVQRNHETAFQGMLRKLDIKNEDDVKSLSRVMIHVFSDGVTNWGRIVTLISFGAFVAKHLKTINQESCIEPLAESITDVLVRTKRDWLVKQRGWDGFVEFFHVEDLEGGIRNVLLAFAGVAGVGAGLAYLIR
# PME-1 primary: PME-1 (human) inhibition | Q9Y570 | hit rate 0.53% among 320,000 | recombinant PME-1, FP-Rh probe fluorescence polarization | inhibition, % at 5.9 µM;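 active = inhibition above the campaign mean of all compounds plus 3 SD, cut at about 26% in these data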;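 note: competitive labeling of PME-1 active site by serine hydrolase directed probe; 0% = PME-1 with DMSO and 100% = wells lacking PME-1 enzyme; inhibitors block probe labeling so polarization falls and inhibition rises; many of its hits are not listed in these tables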
# Target sequence (Q9Y570 whole entry, looked up): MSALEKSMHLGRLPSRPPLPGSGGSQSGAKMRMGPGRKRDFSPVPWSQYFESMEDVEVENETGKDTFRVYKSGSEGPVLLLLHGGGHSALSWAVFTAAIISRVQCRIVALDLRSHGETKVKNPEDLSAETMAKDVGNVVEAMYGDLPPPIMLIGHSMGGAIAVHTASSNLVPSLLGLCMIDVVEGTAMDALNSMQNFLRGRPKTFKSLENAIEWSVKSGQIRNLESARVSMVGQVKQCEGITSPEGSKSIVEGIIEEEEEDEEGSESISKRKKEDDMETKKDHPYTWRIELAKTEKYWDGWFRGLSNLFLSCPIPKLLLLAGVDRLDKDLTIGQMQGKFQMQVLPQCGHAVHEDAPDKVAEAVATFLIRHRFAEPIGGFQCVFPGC
# Efflux pump mplx: blocks antifungal efflux pumps in multiplex yeast assay. hit rate 0.44% among 330,000. S. cerevisiae Candida pump triplex, Nile Red efflux. inhibition, % at 10 µM;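 active = plate passing quality check with inhibition over a set limit, or well fluorescence over plate mean plus 4 SD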;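 note: Nile Red retained in pooled yeast measured as flow cytometry median fluorescence; 0% = buffer negative control and 100% = Enniatin B positive control; higher means more Nile Red kept so more efflux inhibition; some compounds called inactive have numbers as strong as hits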
# GRK2 aptamer HTS: blocks RNA aptamer binding to human GRK2; P25098; bead flow cytometry, FAM-aptamer displacement from GRK2; inhibition of aptamer binding, % at 10 µM; hit rate 0.59% among 330,000; AID 488847;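 active = inhibition of aptamer binding above 40%, roughly 3 SD of noise, on plates passing a quality check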;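 note: median bead fluorescence of bound FAM aptamer so fluorescent compounds give negative values; no value below 0 was filed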
# VLA-4 inh: inhibition in a human VLA-4 binding assay | VLA-4 expressing cells, ligand binding flow cytometry | inhibition, % (about 7 µM as worked out from the volumes in the protocol) | hit rate 0.2% among 330,000 | AID 2557; in the data active = inhibition above about 50%
# Numbers without * were called inactive; ? = inconclusive; · = not tested or not shown.
no.	SMILES	PME-1 primary	GLD-1 TGE inh	MEX-5 binding	VLA-4 inh	Fam108B counter	Efflux pump mplx	MCL1 BIM primary	Bcl-xL primary	GRK2 aptamer HTS
1	COc1ccc(-c2nn(-c3ccccc3)cc2C2CC(c3cccs3)=NN2C(=O)CCC(=O)O)cc1 (stereo not given)	-6	0	-3.2	4	-3	-0.1	-3	4	0
2	O=C(NCC(c1ccc(F)cc1)N1CCOCC1)c1ccc(Br)o1 (stereo not given)	-5	-9	0.3	5	-4	0.1	-2	-6	0
3	CCOC(=O)C1=C(C)NC(=O)NC1/C=C/c1ccccc1OC (stereo not given)	-11	7	-0.1	0	1	0.0	0	-3	1
4	Fc1cccc(F)c1-c1nc2c(s1)CCc1onc(-c3ccc(Br)cc3)c1-2	-2	-3	-0.7	-7	-8	0.0	35	17	0
5	O=C(NCc1ccc(F)cc1)C1CCCN(C(=O)Nc2ccc(F)cc2)C1 (stereo not given)	1	4	0.8	0	6	-0.1	12	8	1
6	O=C(Cc1ccc(Cl)cc1)Nc1cccc(S(=O)(=O)N2CCCCC2)c1	-5	5	·	13	·	-0.1	-3	-2	0
7	COc1cc(C(=O)NCc2nnc(SCC(=O)Nc3nc4ccccc4s3)o2)cc(OC)c1OC	0	-2	-7.9	18	-3	-0.3	15	8	4
8	CC(/C=C/c1ccc2c(c1)OCO2)=N/NC(=O)c1ccncc1	2	-6	-0.8	5	-2	0.1	2	-1	0
9	COc1ccccc1/C=C/CN1CCNC(=O)C1CC(=O)NCCc1cnccn1 (stereo not given)	4	3	-2.4	2	-9	0.6	11	6	0
10	N#C/C(=C\C=C\c1ccccc1)c1nc(-c2ccc(Cl)cc2)cs1	7	-2	-5.4	-23	-8	-0.2	-12	-5	9
11	COc1ccc2ccccc2c1/C=N/NC(=O)CC1(C)OCCCO1	2	5	-1.3	2	2	0.1	6	2	0
12	C/C=C(\C)C(=O)Nc1cccc(C2=NOC3(C2)C[C@H](C(N)=O)N(C(=O)C(c2ccccc2)c2ccccc2)C3)c1 (stereo not given in full)	-4	-8	-1.8	-1	-3	0.1	-3	3	1
13	CC(C)(CNCc1ccccc1)NS(=O)(=O)c1ccc(Cl)cc1	·	5	·	-4	·	-0.1	·	·	0
14	CCOC(=O)c1sc2ncnc(NCc3ccco3)c2c1C	-1	-2	-2.5	-34	5	-0.3	-4	0	2
15	C/C(=N\Nc1ccc([N+](=O)[O-])cc1[N+](=O)[O-])c1cc2c(ccc3ccccc32)oc1=O	0	-1	?	4	-1	-0.1	1	2	17
16	N#Cc1ccc(CN2CCN(C(=O)CC(NC(=O)c3ccccc3)c3ccccc3)CC2)cc1 (stereo not given)	0	6	-0.1	0	-3	0.0	4	7	0
17	Cc1ccc(CNC(=O)[C@@H](NC(=O)C2CCN(C(=O)[C@@H](N)CC(C)C)CC2)C(C)C)cc1	-5	5	0.5	-10	2	0.1	5	2	1
18	CCN1C(=O)C(C(=O)NC(C)c2ccccc2)C2CC1(C)Oc1ccccc12 (stereo not given)	-1	-1	1.4	1	0	0.0	12	4	1
19	COc1ccc(NS(=O)(=O)c2ccc3nc(COc4ccc(Cl)c(C)c4)[nH]c3c2)cc1	-77	4	0.3	27	-35	-0.1	1	0	1
20	Cc1ccccc1N(C(=O)CS(=O)CC(=O)Nc1ccc(F)cc1)C(C)C(=O)NC(C)(C)C (stereo not given)	-3	3	-0.7	-6	1	-0.4	-1	2	1
21	O=C(O)c1ccc(-n2c(-c3cc(C4CC4)[nH]n3)n[nH]c2=S)cc1	1	8	-8.5	0	-1	0.0	-3	-7	3
22	O=c1cc(-c2ccccc2)oc2ccc(O)cc12	4	-7	-3.9	-33	3	-0.1	7	7	2
23	O=C(COC(=O)c1cccc(S(=O)(=O)NCc2ccccc2)c1)Nc1ccccc1OC(F)F	7	-1	1.0	7	-2	0.0	-3	1	0
24	C=CCOn1c(-n2nc(C)cc2C)nc2ccccc2c1=O	-11	-2	0.5	0	0	-0.1	1	2	2
25	CC(C)COc1ccc(C(=O)Nc2scc(-c3ccc(Cl)cc3Cl)c2C(N)=O)cc1	-4	-2	0.0	25	-8	0.3	0	0	0
26	O=C(COC(=O)C(Cc1ccccc1)NC(=O)c1ccc(Cl)cc1)c1ccc(Cl)cc1 (stereo not given)	-19	6	-0.6	13	-12	-0.2	10	3	0
27	Cc1ccsc1C(=O)OCC(=O)N(Cc1ccccc1)C(C)C	·	5	·	-2	·	0.4	·	·	0
28	Cc1ccc(NC(=O)COC(=O)CSC(=S)N2CCOCC2)cc1	-1	-2	1.5	-4	-2	0.0	0	0	0
29	O=C(CSc1nc2ccccc2[nH]1)Nc1nc(-c2ccc(Br)cc2)cs1	-74	1	-0.3	-1	-28	0.2	1	-3	0
30	CCc1nnc(NC(=O)c2ccc(S(=O)(=O)N(CCOC)CCOC)cc2)o1	-4	6	-0.6	11	6	0.0	4	-1	0

# Other results:
no.	SMILES	PME-1 primary	GLD-1 TGE inh	MEX-5 binding	VLA-4 inh	Fam108B counter	Efflux pump mplx	MCL1 BIM primary	Bcl-xL primary	GRK2 aptamer HTS
31	COc1ccc(CCNc2oc(COc3ccccc3)nc2C#N)cc1	-1	1	0.3	2	-1	0.0	-7	-3	1
32	COc1cc(OC)cc(C(=O)N(Cc2cc3cc(C)ccc3[nH]c2=O)C(C)C)c1	5	6	1.7	6	3	0.1	-3	-1	1
33	COc1ccc(OC)c(CNC(=O)C2CCCN(c3ncnc4c3nc3n4CCCCC3)C2)c1 (stereo not given)	1	-1	2.7	-1	-1	0.1	1	3	1
34	Cc1ccc(N=Nc2c(N)n(-c3ccccc3)[nH]c2=O)cc1	35*	5	-2.1	-4	2	-0.2	2	4	0
35	O=C(Nc1nc2ccc([N+](=O)[O-])cc2s1)C1CCCO1 (stereo not given)	4	4	2.0	10	2	0.0	3	4	0
36	COc1ccc(CN=C(Nc2ccccc2)SC2CC(=O)N(C)C2=O)cc1 (stereo not given)	0	7	1.0	15	1	-0.5	9	4	2
37	CCN1CCN(C(=O)C(NS(=O)(=O)c2ccc3nc(C)sc3c2)C(C)C)CC1 (stereo not given)	0	1	-4.0	10	3	0.0	0	-1	0
38	CCCCN=C1N/C(=C\c2ccco2)C(=O)N1c1ccccc1	-4	7	1.6	32	-3	0.3	2	5	0
39	COc1cccc(Cn2c(N)c(C#N)c3nc4ccccc4nc32)c1OC	-2	-8	-4.5	-10	-2	0.2	-6	-3	3
40	NS(=O)(=O)OCC1CCCCC1	2	6	0.2	1	0	0.0	-6	0	3
41	CN(CCO)C(=O)c1ccc(-c2nn(C)c(=O)c3ccccc23)cc1	-1	7	2.0	6	2	-0.1	1	6	0
42	CCc1nc2c(s1)CCc1onc(-c3ccc(Cl)cc3)c1-2	-8	0	-1.8	-20	-11	-0.1	2	-4	1
43	COc1ccc(S(=O)(=O)N2CC=C(C(=O)NC3CCCC3)CC2)cc1	-1	-3	4.2	-7	5	0.3	-2	0	2
44	COc1ccccc1C(=O)Nc1c2c(nn1-c1ccc(Cl)cc1)CS(=O)(=O)C2	5	5	-2.0	-26	-6	0.3	4	2	44*
45	CC(=O)N1c2ccc(S(=O)(=O)N(C)Cc3ccco3)cc2CC1C (stereo not given)	4	1	-1.5	-116	-1	0.2	3	0	4
46	CC(=O)Nc1cc(C(=O)OCc2cccc([N+](=O)[O-])c2)ccc1C	3	7	-4.2	6	-1	-0.1	4	4	2
47	COCC(=O)Nc1cccc(C(F)(F)F)c1	0	3	-1.3	9	11	-0.1	0	4	0
48	COC(=O)CN1C(=S)N(c2ccc(F)cc2)C(=O)C1CC(=O)Nc1ccc(F)cc1 (stereo not given)	6	8	1.0	-2	1	-0.1	3	-1	3
49	CCOC(=O)C1CCN(S(=O)(=O)c2cccc(-c3cn4cc(C)ccc4n3)c2)CC1	-1	3	0.6	2	-3	0.1	0	8	0
50	O=C(Cc1ccc(N2CCNC2=O)cc1)N1CCCC(Nc2cccc(F)c2)C1 (stereo not given)	-2	-11	-0.9	9	-8	3.2	-10	-6	2
51	Cc1ccccc1C(=O)NC(=S)NCc1ccccc1	5	6	-0.4	0	-2	0.2	2	3	2
52	O=C(COc1ccccc1[N+](=O)[O-])N(Cc1ccco1)C1CCS(=O)(=O)C1 (stereo not given)	4	1	1.3	11	3	-0.1	12	2	0
53	COc1cc(NS(=O)(=O)c2ccc(NC(=O)/C(=C\c3ccccc3OC)NC(=O)c3ccccc3)cc2)nc(OC)n1	-1	-2	-1.2	0	-5	0.1	3	11	4
54	CCN(CC(=O)N1CCc2ccccc2C1)S(=O)(=O)c1ccc2ccccc2c1	9	7	-1.3	13	6	0.2	3	0	0
55	CC1Cc2ccccc2N1c1ncnc(N)c1[N+](=O)[O-] (stereo not given)	-3	-2	0.3	53*	-1	0.0	-5	1	3
56	CCOC(=O)N1CCc2c(sc(N)c2C#N)C1	-4	9	-0.3	6	0	-0.1	1	11	1
57	CCCCn1c(CCNC(=O)c2cccs2)nc2ccccc21	5	7	-0.2	5	5	0.0	15	5	1
58	Cc1cc(NC(=O)CSc2sc3c(O)cc(=O)[nH]c3c2C#N)ccc1Br	-57	1	-2.3	0	-12	-0.2	17	7	2
59	O=C(Nc1cccc2ccccc12)NC(Cc1ccccc1)C(=O)O (stereo not given)	-5	-1	-0.1	0	-4	-0.1	10	8	3
60	COc1cccc(C2=NOC(C(=O)Nc3cccnc3Cl)C2)c1 (stereo not given)	4	5	-0.1	-2	-3	0.0	-1	5	3

# The list continues.
no.	SMILES	PME-1 primary	GLD-1 TGE inh	MEX-5 binding	VLA-4 inh	Fam108B counter	Efflux pump mplx	MCL1 BIM primary	Bcl-xL primary	GRK2 aptamer HTS
61	CN(C)c1nc2sc3c(c2c(=O)n1C)CC(C)(C)OC3	4	4	-14	1	2	0.1	5	1	2
62	Cc1ccc(-n2c(C)cc(/C=N/NC(=O)CN(c3ccc(C)cc3C)S(C)(=O)=O)c2C)cc1	0	-1	-0.3	4	1	0.3	3	5	4
63	c1ccc(CCC2=NCCn3cccc32)cc1	-2	2	-4.0	8	-6	-0.1	14	16	0
64	O=C(Cn1c(=O)c2c(ncn2Cc2ccccc2)n(Cc2ccccc2)c1=O)NC1CC1	-2	9	-2.5	-4	-3	-0.3	-3	1	5
65	CCOc1ccccc1NC(=O)C1CC2CCCC(C1)C2=O (stereo not given)	-3	4	1.7	-1	4	-0.1	6	3	0
66	CCC(C)Nc1nc(N)c([N+](=O)[O-])c(Nc2cc(OC)ccc2OC)n1 (stereo not given)	28*	-2	3.4	-4	5	0.1	10	8	0
67	COc1ccccc1NC(=O)c1c(O)c2ccccc2[nH]c1=O	3	0	2.9	-5	5	0.0	7	6	7
68	CC1=CC(=O)C2=C(C)CC[C@@H]3[C@H](OC(=O)[C@H]3C)[C@@H]12	4	2	-0.2	15	4	0.0	6	3	0
69	COCCNC(=S)N(CCc1c(C)[nH]c2ccc(C)cc12)Cc1cccnc1	3	3	-1.2	12	-2	0.0	3	0	1
70	COc1ccccc1NC(C)=[N+](C)CCNS(=O)(=O)c1ccc(Cl)cc1	-5	3	-2.3	5	-1	-0.1	-18	-7	9
71	CC(C)C(c1nnnn1Cc1ccco1)N1CCN(c2cccc(Cl)c2)CC1 (stereo not given)	-1	1	-3.8	-23	-2	0.1	0	3	5
72	CC1=CC(C)(C)N2C(=O)C(=Nc3ccc(O)cc3)c3cccc1c32	44*	3	-3.3	-3	16	-0.1	0	10	0

# Source: PubChem BioAssay (several laboratories)

# These rows are one share of the data; rates above refer to the full screens.
